Bioassay records: PubChem, National Center for Advancing Translational Sciences (NCATS)
HepG2 viability: qHTS for Inhibitors of TGF-b: Cytotox Counterscreen. HepG2 CAGA-GFP viability, ATP luminescence, 18 h. Potency, µM (doses to about 46.1 µM), for the others: top-dose activity change, negative = cytotoxicity, actives largely listed as cytotoxic. 410,000 compounds, 0.76% hits; note: potency is the fitted concentration of half-maximal effect; some results filed as inactive show a strong effect at the top dose
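HepG2 CAGA-GFP cells (1000/well, DMEM with 1% FBS) received compound, then TGF-beta at 500 pg/mL final, and were incubated 18 hours at 37 degrees C. Viability was read by CellTiter-Glo luminescence. Media-only wells were set as complete cell-killing and DMSO as no toxicity.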
TGFb SMAD3 inh: qHTS for Inhibitors of TGF-b | HepG2 CAGA-GFP TGF-b/SMAD3 reporter, GFP fluorescence, 18 h; TGF-beta stimulated, 500 pg/mL final | AID 588855, 2011 | 410,000 compounds, 1.2% hits | Potency, µM (doses to about 46.1 µM), for the others: at the top dose activity, negative = inhibition, usual class: inhibitors; note: potency is the fitted concentration of half-maximal effect; % is set by controls: 0 for no effect and ±100 for the full control effect; nearly all actives have a fitted effect of over 65% in size
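First, reporter cells (HEPG2 CAGA-GFP) rested 2 h at 37 degrees C. Next, compounds were pinned in and TGF-beta added to 500 pg/mL final. After 18 h, GFP was imaged per cell and summed per well.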
Nrf2 block: Nrf2 qHTS screen for inhibitors; A549 ARE-Fluc reporter, luciferase luminescence, 18-24 h; Potency, µM (top dose mostly 46 µM), for inactives: at the top dose activity change, negative = inhibition, actives largely listed as inhibitors; 360,000 compounds, 2.1% hits; note: potency is the fitted concentration of half-maximal effect; % is set by controls: 0 for no effect and ±100 for the full control effect; nearly all actives have a fitted effect of over 60% in size
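A549 ARE_Fluc cells (5000/well, 5% FBS OPTI-MEM) pre-incubated 2 h, then treated with compounds 18-24 h at 37C/5% CO2 in concentration-response. CellTiter-Fluor viability read first; BugLite luciferase luminescence after 15 min at room temperature gives Nrf2 activity.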
Mm-Cpn inhibitor: Inhibitors of TCP-1 ring complex (TRiC) of Methanococcus maripaludis (MmCpn): qHTS; purified Mm-Cpn ATPase, ADP Transcreener TR-FRET; Potency, µM (series often up to 76.9 µM), without a hit: at the highest dose activity, negative = inhibition, most hits filed as inhibitors; Chaperonin Mm-Cpn (Methanococcus maripaludis); 330,000 compounds, 0.031% hits; note: potency is the fitted concentration of half-maximal effect; % is set by controls: 0 for no effect and ±100 for the full control effect; nearly all actives have a fitted effect of over 80% in size
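ATPase turnover read by TR-FRET ADP competition (Eu cryptate antibody/ADP-d2, 665/590 nm): 10uM ATP final, 25nM Mm-CPN final, 30 min 37degC after 10-min compound preincubation, pH 7.4 Tris/KCl/MgCl2/DTT buffer.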
Nrf2 ARE act: qHTS of Nrf2 Activators. AREc32 ARE-luciferase reporter (MCF7-derived line), luminescence, 24 h. Potency, µM (highest dose often 46.1 µM), for the others: top-dose activation, hits mostly activators. 410,000 compounds, 0.31% hits. AID 624171, 2012; note: potency is the fitted concentration of half-maximal effect; % of control where 0% means no effect; nearly all actives have a fitted effect of over 65% in size
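ARE activation measured as luciferase luminescence (Steady-Glo, 30 min RT) in AREc32_Fluc cells after 24 hr compound exposure at 37 deg C, 5% CO2; cells seeded overnight at 1000/well in OPTI-MEM, 5% FBS.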
ATXN viability: Viability Counterscreen for Primary qHTS for Inhibitors of ATXN expression; S2 cells (HEK-293 line with an ATXN2-luciferase reporter) viability, CellTiter-Fluor protease fluorescence, 24 h; Potency, µM (series often up to 56.7 µM), actives largely listed as cytotoxic; 400,000 compounds, 0.49% hits; note: potency is the fitted concentration of half-maximal effect; nearly all actives have a fitted effect of over 40% in size
Akt phos inh: HTS Assay for Inhibitors of Akt Phophorylation: Primary Screen; Neuro2A IGF-stimulated pAkt S473 HTRF, 20 min; active compounds read low; activity change, % for hits at 50 µM; 360,000 compounds, 0.32% hits; in the data active = activity change below about -80%; inconclusive = mostly about -51% to -80%; note: % is set by controls: 0 for no effect and ±100 for the full control effect
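Single-point screen (50 µM final compound) in Neuro2A cells stimulated 20 min with 6 nM IGF at 37 deg C. After lysis, Ser473-phosphorylated Akt read by HTRF (ex 330 nm, em 615/665 nm) as the 665/615 ratio.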
CCT modulator: High-Throughput Screening for Modulators of Cytosolic Chaperonin Activity. purified chaperonin ATPase assay, HTRF ADP detection, 30 min. activity change, % (concentration not given with the values), hits read low. 360,000 compounds, 0.3% hits. AID 651819, 2012; in the data active = activity change below about -30%; note: % is set by controls: 0 for no effect and ±100 for the full control effect
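Enzyme 40 or 20 nM (batch-dependent) in Tris pH 7.4/KCl/MgCl2/DTT; cpd 76 uM single point; ATP 10 uM; 30 min 37 °C; Transcreener ADP HTRF detection, 30 min RT; ratio 665/615.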
A549 viability: Nrf2 qHTS screen for inhibitors: counterscreen for cytotoxicity; A549 ARE-Fluc cells, CellTiter-Fluor viability, 18-24 h; Potency, µM (doses to about 46 µM), without a hit: top-dose activity change, negative = cytotoxicity, most hits filed as inhibitors; 390,000 compounds, 0.16% hits; AID 504648, 2011; note: potency is the fitted concentration of half-maximal effect; % is set by controls: 0 for no effect and ±100 for the full control effect
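A549 ARE_Fluc cells in 5% FBS OPTI-MEM were exposed to compounds in concentration-response for 18-24 h at 37 deg C. Viability was read by CellTiter-Fluor fluorescence (Ex 405/Em 525) after 30 min, before the luciferase read.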
* marks the source's active call; other numbers are inactive results; i = inactive; u = inconclusive; x = not tested or not shown; & = joins results of further samples. Unless noted, calls come from the whole dose curve; as a rule, active = well fitted curve in the direction sought with a large enough effect; inconclusive = small, poorly fitted or top-dose-only effect, or another doubt; inactive = no such curve, though single readings can be large; an effect the other way counts as inactive or inconclusive.

Molecule,Nrf2 block,A549 viability,Akt phos inh,TGFb SMAD3 inh,Nrf2 ARE act,HepG2 viability,ATXN viability,CCT modulator,Mm-Cpn inhibitor
CC(=O)Oc1ccc(N2C(=O)c3cccc4c([N+](=O)[O-])ccc(c34)C2=O)cc1,u,-15%,i,-13%,5.4%,-18%,x,-2.4,-9%
O=C(CC1CCS(=O)(=O)C1)Nc1ccc[nH]c1=O (configuration not stated),u,2%,i,-17%,0.3%,0%,i,-0.3,2%
CCn1c(SCC(=O)N(C)C)nc2cc(S(=O)(=O)N3CCOCC3)ccc21,-4%,-7%,i,-20%,0.4%,-16%,i,-1.7,0%
Cc1ccc2c(c1)C(c1ccccc1)N(C(=O)c1ccc3c(c1)OCO3)CC(=O)N2 (configuration not stated),21%,-6%,i,4%,3.3%,-47%,u,1.0,-2%
O=C(c1noc2c1CCCC2)N1CCOCC1,0%,-13%,i,1%,-0.7%,1%,i,1.3,-1%
O=C(COC(=O)c1ccc(O)cc1O)Nc1cccc2ccccc12,15%,9%,i,-1%,2.8%,-2%,i,-2.3,1%
COc1ccc(C(=O)NCc2nnc(SCC(=O)c3ccccc3)n2C)cc1OC,19%,-8%,i,u,0.7%,2%,i,-0.1,-1%
CCc1ccccc1NC(=O)COc1ccc2oc(-c3ccc(OC)cc3)cc(=O)c2c1,2%,1%,i,9%,-2.1%,1%,i,-3.7,-9%
O=C(CN1CCCCCC1)Nc1ccccc1Oc1ccccc1,7%,6%,i,0%,-0.4%,-13%,i,-1.8,-7%
CC(C)c1ccc(C(CC(=O)O)NC(=O)c2cccs2)cc1 (configuration not stated),-9%,0%,i,6%,0.3%,0%,i,-1.6,1%
Cc1noc(C)c1S(=O)(=O)N1CCC(C(=O)O)CC1,20%,1%,i,1%,-0.8%,5%,i,2.9,-4%
COC(=O)c1ccccc1-c1ccc(/C=C2\C(=O)N(c3ccccc3)N=C2c2ccccc2)o1,3%,8%,i,-2%,0.2%,1%,i,-0.7,-1%
CN1OC[C@@H]2CN(C(=O)c3cccc4ccccc34)[C@H](c3ccc(N4CCCCC4)cc3)C[C@@H]21,x,x,i,-6%,-0.5%,5%,i,-0.2,x
COc1ccc(C)cc1NC(=O)COC(=O)c1c(C)nn(-c2ccccc2)c1C,u,-12%,i,-9%,2.4%,-15%,u,1.7,-4%
O=C1C=C(c2ccc(Cl)nc2)C[C@@H](c2ccc3c(c2)OCO3)C1,4%,4%,i,-8%,0.8%,-8%,i,-1.2,1%
CCOC(=O)N1CCN(C(=O)C2CCC(=O)N(CCCc3ccccc3)C2)CC1 (configuration not stated),4%,3%,i,2%,-0.8%,8%,u,-0.8,6%
CCOC(=O)CN1C(=O)N[C@H](c2ccc(Br)cc2)C(C(C)=O)=C1C,-1%,-1%,i,1%,0.9%,0%,i,-3.6,0%
COc1cc2c(cc1OC)C(c1ccc(C(F)(F)F)cc1)CC(=O)N2 (configuration not stated),u,-4%,i,-24%,5.0%,-27%,u,1.8,0%
Cc1ccc(OCCNC(=O)[C@H]2O[C@@H](n3cnc4c(N)ncnc43)[C@H](O)[C@@H]2O)cc1C,x,x,i,u,0.6%,-21%,i,-2.2,x
CCC(SC1=N/C(=C/c2ccccc2)C(=O)N1c1ccccc1)C(=O)Nc1cc(C)on1 (configuration not stated),0%,-9%,i,-2%,6.1%,-5%,i,-1.3,0%
CCOCCc1nnc(NC(=O)C(=O)c2cc(C)n(-c3cccc(C)c3)c2C)s1,u,0%,x,10%,1.5%,7%,i,x,x
CC1=C(C(=O)Nc2ccc(C)cc2C)C(c2sccc2C)n2ncnc2N1 (configuration not stated),x,5%,x,-6%,0.1%,6%,i,x,x
CCOC(=O)c1ccc(N2C(=O)c3[nH]nc(-c4ccc(OC)cc4)c3C2c2ccccc2Cl)cc1 (configuration not stated),9%,0%,x,-8%,-0.8%,-14%,i,x,x
CCOC(=O)c1c(NC(=O)C(C)Sc2cn(CCNC(=O)c3ccc(OC)cc3)c3ccccc23)sc2c1CCC2 (configuration not stated),-11%,-13%,x,3%,0.8%,4%,i,x,x
Cc1ccc(-c2n[nH]c(=O)c3ccccc23)cc1S(=O)(=O)NCC1CCCO1 (configuration not stated),u,-17%,i,7%,4.2%,-14%,i,-17,-3%
OC1(C2(O)CC(c3ccccc3)ON2)CCCCC1 (configuration not stated),2%,-6%,i,u,u,-45%,i,-0.3,-2%
CCN(Cc1ccccc1)C(=O)COc1ccccc1,17%,-4%,i,19%,-0.2%,-4%,i,-1.3,1%
Cc1ccc(S(=O)(=O)N2CCOCC2)cc1C(=O)OCc1nnc(-c2ccccc2)o1,-14%,3%,i,-9%,2.3%,0%,i,-1.6,1%
O=C(CSc1ccc2nnc(-c3ccccn3)n2n1)NCc1ccco1,13%,-4%,i,-19%,u,6%,i,-0.3,-4%
O=C(N/N=C/c1ccncc1)c1ccccc1[N+](=O)[O-],20%,12%,i,7%,0.6%,7%,i,2.9,-2%
CCC(c1nnnn1Cc1ccco1)N(CCc1ccccc1)Cc1cc2cc(C)ccc2[nH]c1=O (configuration not stated),x,u,i,u,4.8%,5%,x,0.9,-6%
O=C(/C=C/C=C/c1ccccc1)CC1(O)C(=O)N(CCc2ccccc2)c2ccccc21 (configuration not stated),-12%,-2%,i,u,u,-95%,i,-4.3,1%
O=C(COC(=O)COc1ccc(Cl)cc1)NC1CCCC1,2%,5%,i,28%,0.1%,3%,i,-3.5,-2%
C=C(C)c1cccc(C(C)(C)NC(=O)N2CCCC(C)C2)c1 (configuration not stated),x,-21%,i,2%,-0.5%,3%,i,-0.9,1%
C[C@H](CO)N1C[C@H](C)[C@@H](CN(C)S(C)(=O)=O)Oc2ccc(NC(=O)Cn3cnnn3)cc2C1=O,27%,7%,i,-2%,0.2%,4%,i,0.8,-2%
Cc1ccc(-n2nc3c(=O)n(CC(=O)NCc4ccccc4Cl)nc(C)c3c2C)cc1,9%,-1%,i,0%,-0.3%,-4%,i,-3.6,-1%
COc1ccc(C(=O)Nc2nc(C)cc(C)n2)cc1,-6%,-1%,i,12%,-0.1%,8%,i,0.6,1%
C#CCOCCOCCOCCNc1nc(N2CCN(C(=O)[C@H](CCCCN)n3cc(CN)nn3)CC2)nc(N2CCN(C(=O)[C@H](CC(N)=O)n3cc(C(N)[C@H](C)CC)nn3)CC2)n1 (some centres not stated),-1%,-4%,i,-39%,-0.2%,3%,i,-1.2,-3%
Cc1cccc(OCc2nnc(SCC(=O)Nc3cccc(C(=O)N4CCOCC4)c3)n2C)c1C,-10%,8%,i,-6%,-0.4%,6%,i,1.2,1%
CC1=NN(c2ccc(Cl)cc2)C(=O)/C1=C\c1cccn1-c1ccc(S(N)(=O)=O)cc1,11%,8%,i,u,8.6%,-21%,i,-3.8,1%

Given with each value named: entries from further up.
C=C(C)c1cccc(C(C)(C)NC(=O)N2CCCC(C)C2)c1 (configuration not stated)
  Nrf2 block: x	A549 viability: -21%	Akt phos inh: i	TGFb SMAD3 inh: 2%	Nrf2 ARE act: -0.5%	HepG2 viability: 3%	ATXN viability: i	CCT modulator: -0.9	Mm-Cpn inhibitor: 1%
CCOC(=O)c1c(NC(=O)C(C)Sc2cn(CCNC(=O)c3ccc(OC)cc3)c3ccccc23)sc2c1CCC2 (configuration not stated)
  Nrf2 block: -11%	A549 viability: -13%	Akt phos inh: x	TGFb SMAD3 inh: 3%	Nrf2 ARE act: 0.8%	HepG2 viability: 4%	ATXN viability: i	CCT modulator: x	Mm-Cpn inhibitor: x

New compounds follow
Molecule,Nrf2 block,A549 viability,Akt phos inh,TGFb SMAD3 inh,Nrf2 ARE act,HepG2 viability,ATXN viability,CCT modulator,Mm-Cpn inhibitor
Cc1nn(C)cc1CN(C)C(=O)c1cc(-c2ccccc2)nc2ccc(Br)cc12,-1%&9%,-2%&-9%,i,1%&-28%,2.7%&8.2%,-5%&-38%,u,-19,-23%
O=C(NNC(=S)Nc1ccc(F)cc1)C1[C@H]2CCCC[C@@H]12 (some centres not stated),-14%,-4%,i,0%,1.8%,2%,i,0.9,-1%
O=[N+]([O-])c1ccccc1CN1CCN(Cc2c[nH]c3ccccc23)CC1,-3%,1%,i,u,u,-52%,u,-0.9,1%
O=C(COc1ccc([N+](=O)[O-])cc1Cl)Nc1ccc2[nH]c(=O)[nH]c2c1,5%,2%,i,-4%,2.3%,-14%,i,-4.6,0%
O=C(COc1ncnc2ccccc12)Nc1ccc(Cl)c([N+](=O)[O-])c1,-7%,5%,i,-2%,-0.3%,-6%,i,-1.5,0%
S=C(NCCN1CCOCC1)N/N=C/c1ccccc1,7%,-1%,i,-19%,0.3%,-1%,i,-3.4,2%
CCOC(=O)C1(CCOc2ccccc2)CCN(Cc2ccc(OC)c(COC)c2)CC1,u,-12%,i,u,2.5%,-34%,i,-5.2,3%
Cc1cc(NC(=O)Nc2cc(C)nn2-c2ccccc2)n(-c2ccccc2)n1,-6%,-7%,i,2%,-0.4%,2%,i,-1.1,3%
Cc1csc(SCC(=O)Nc2ccccc2C)n1,12%,-3%,i,-7%,2.3%,-4%,u,-1.5,1%
Oc1cccc(/C=N/Nc2ccc(Cl)nn2)c1O,17%,-7%,i,-8%,-1.0%,-28%,u,-0.2,1%
C=CCn1c(SC(C)C(N)=O)nc2sc(CC)cc2c1=O (configuration not stated),4%,-2%,i,-1%,0.3%,-13%,i,0.7,0%
CC(C)(C)c1ccccc1NC(=O)c1cccnc1,9%,-8%,i,u,-0.8%,3%,i,-1.6,4%
